LMPTP block = LMPTP (human) inhibition | P24666 | recombinant LMPTP-A, OMFP fluorogenic substrate, fluorescence intensity | inhibition, % at 20 µM | 360,000 compounds, 0.22% hits;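 active means compounds that cut the enzyme signal by at least half of the control window in the single-dose screen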;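 further: plate controls were DMSO wells with enzyme plus substrate for no effect and substrate without enzyme for full effect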
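Assay system: LMPTP-A, protein tyrosine phosphatase of low molecular weight / Medium: pH 6.0 Bis-Tris buffer with DTT and Triton X-100 / Schedule: 50 min enzyme reaction at room temperature, protected from light / Measured by: endpoint fluorescence intensity from OMFP dephosphorylation / Read-out basis: % inhibition relative to no-enzyme and uninhibited control wells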
SUMO1-SIM PPI = alters human SUMO1 binding to SIM partners; 360,000 compounds, 0.33% hits; P63165; SUMO1 binding to a labelled peptide, TR-FRET, 1 h; inhibition, % at 20 µM; in the data active means inhibition above about 37%
STEP inh = inhibitors of human striatal-enriched phosphatase STEP; 360,000 compounds, 0.25% hits; recombinant STEP, OMFP fluorogenic substrate, fluorescence; inhibition, % at 20 µM; P54829;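 active means inhibition at 20 µM, scaled per plate between control wells, above about 37%, limit read from the data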;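 further: 0% = DMSO with enzyme and substrate and 100% = substrate only without enzyme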
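Measure: Control-normalized % inhibition with plate pattern correction | Test system: STEP phosphatase, cell-free reaction | Medium: pH 6.0 Bis-Tris with DTT and Tween 20 | Technique: Fluorescence, 480/540 nm | Times: Reaction 20 min, ambient temperature | Doses: Single compound dose of 20 µM, 1% DMSO final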
Rpn11 inh = Rpn11 (human) deubiquitinase inhibition | human 26S proteasome, Ub4-pepOG fluorescence polarization; 20S core pre-blocked with epoxomicin | AID 588493 | calls only at 20 µM | 360,000 compounds, 0.59% hits;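 active means inhibition at 20 µM, scaled to each plate's controls, above about 33%, limit read from the data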
Rin1-Abl PPI inh = inhibitors of human Rin1-Abl protein interaction. P00519+Q13671. TR-FRET Rin1/Abl binding, biochemical. inhibition, % at 7.35 µM. 360,000 compounds, 0.4% hits; in the data active means inhibition above about 5%, passing the limit was not always enough
CSN deneddyl inh = inhibitors of human CSN-mediated cullin deneddylation; inhibition, % at 12.5 µM; 360,000 compounds, 0.38% hits; Purified CSN, SCF-Nedd8-OG deneddylation, fluorescence polarization;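 active means pattern-corrected inhibition above about 35%, with an unprinted fluorescence ratio check between 0.5 and 1.5, limit read from the data, passing the limit was not always enough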;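 further: 0% = enzyme with substrate and 100% = substrate without enzyme; some results filed as inactive read as strong as hits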
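assay system = purified human Csn5 enzyme expressed in HEK293T cells | amount = 0.24 nM enzyme | buffer or medium = Tris/NaCl/DTT buffer, pH 7.5 | reagent = 10 nM SCFSkp2-Nedd8OG | compound = one concentration, 12.5 µM, 0.25% DMSO | times = 90 min reaction at room temperature | signal = FP | read-out basis = % inhibition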
NadD inh = blocks S. aureus nicotinate mononucleotide adenylyltransferase; inhibition, % at 20 µM; purified NadD enzyme, colorimetric absorbance read-out; 360,000 compounds, 0.78% hits; in the data active means inhibition above about 26%; further: some compounds past the cut are filed as inactive
Scp1 inh = Scp-1 (human) phosphatase inhibition. inhibition, % at 20 µM. Q9GZU7. 340,000 compounds, 0.88% hits. Recombinant Scp1, phosphopeptide, malachite green phosphate absorbance. AID 493091;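 active means inhibition above about 50% at 20 µM, limit read from the data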;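 further: plate controls were DMSO wells with enzyme for no effect and wells lacking enzyme for full effect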
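Assay system: SCP-1 catalytic fragment, aa 76-261 | Buffer or medium: Tris acetate buffer pH 5.5 with MgCl2 and Tween-20 | Compound: One concentration, 20 µM, with 1.0% DMSO | Also added: Phospho 17-mer peptide substrate | Signal: Absorbance at 630 nm | Incubation: 45 min enzyme reaction at room temperature | Measure: % inhibition of SCP-1 phosphate liberation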
Neddyl block = cullin neddylation inhibition | TR-FRET cullin neddylation, biochemical | calls only at 25 µM | 360,000 compounds, 0.58% hits | AID 651699; in the data active means inhibition above about 36%
DNMT1 block = inhibitors of human DNMT1. P26358. DNMT1 molecular beacon, Hinp1I cleavage, fluorescence. inhibition (reported as % activation of signal), % at 10 µM. 360,000 compounds, 0.83% hits; in the data active means inhibition above about 50%
The depositor's hits bear a star.

Screening CC(C)Oc1ccc(S(=O)(=O)N2CCCCC2)cc1NC(=O)C1=COCCO1 returned LMPTP block -3.1, SUMO1-SIM PPI 4, STEP inh 1, Rpn11 inh inactive, Rin1-Abl PPI inh 2, CSN deneddyl inh 0, NadD inh -3, Scp1 inh -8, Neddyl block inactive and DNMT1 block -1.
`Cc1ccc(C(=O)C[n+]2cc(Br)cc(Br)c2)cc1` gave LMPTP block 0.6, SUMO1-SIM PPI -17, STEP inh -2, Rpn11 inh inactive, Rin1-Abl PPI inh 3, CSN deneddyl inh 2, NadD inh -11, Scp1 inh -8, Neddyl block inactive and DNMT1 block 1.
Screening COc1ccc(NC(=O)CNc2ccccc2N2CCCC2=O)cc1S(=O)(=O)N1CCOCC1 returned LMPTP block 0.2, SUMO1-SIM PPI -2, STEP inh -3, Rpn11 inh inactive, Rin1-Abl PPI inh 4, CSN deneddyl inh 4, NadD inh 3, Scp1 inh 0, Neddyl block inactive and DNMT1 block 2.
Screening Cn1c(=O)c2c(SCCN3CCOCC3)nc(C3CCCC3)nc2n(C)c1=O returned LMPTP block -0.5, SUMO1-SIM PPI 1, STEP inh 1, Rpn11 inh inactive, Rin1-Abl PPI inh -3, CSN deneddyl inh 8, NadD inh 0, Scp1 inh -3, Neddyl block inactive and DNMT1 block 0.
Screening COC(=O)COc1ccc(S(=O)(=O)NCCC2=CCCCC2)cc1 returned LMPTP block -0.2, SUMO1-SIM PPI 1, STEP inh 2, Rpn11 inh inactive, Rin1-Abl PPI inh -2, CSN deneddyl inh -4, NadD inh -8, Scp1 inh 4, Neddyl block inactive and DNMT1 block 1.
For Cc1c(Cc2ccccc2)sc(NC(=O)/C=C/c2cccc3ccccc23)c1C(N)=O the results were LMPTP block 1.5, SUMO1-SIM PPI -5, STEP inh 3, Rpn11 inh active, Rin1-Abl PPI inh -3, CSN deneddyl inh 2, NadD inh 19, Scp1 inh -10, Neddyl block inactive and DNMT1 block -10.
For O=C(Nc1ccc(S(=O)(=O)N2CCCC2)cc1)c1ccc(CN2CCOCC2)cc1 the results were LMPTP block -1.0, SUMO1-SIM PPI -1, STEP inh 1, Rpn11 inh inactive, Rin1-Abl PPI inh 0, CSN deneddyl inh 0, NadD inh -7, Scp1 inh -7, Neddyl block inactive and DNMT1 block -2.
Screening CCC(Sc1nc2n[nH]c(C)c2c(=N)n1-c1cccc(Cl)c1)C(=O)NCCOC (stereo not drawn) returned LMPTP block -20, SUMO1-SIM PPI 17, STEP inh 3, Rpn11 inh inactive, Rin1-Abl PPI inh -3, CSN deneddyl inh 0, NadD inh 7, Scp1 inh 1, Neddyl block inactive and DNMT1 block -11.
CCSC1=C(C#N)C(c2cccs2)C(C(=O)OC)=C(C)N1 (stereo not drawn) was read as LMPTP block 1.4, SUMO1-SIM PPI 0, STEP inh 0, Rpn11 inh inactive, Rin1-Abl PPI inh -2, CSN deneddyl inh 0, NadD inh -2, Scp1 inh -1, Neddyl block inactive and DNMT1 block -2.
Screening CC1CCCCN1C(=O)CCC(=O)Nc1nnc(C(F)(F)F)s1 (stereo not drawn) returned LMPTP block -0.8, SUMO1-SIM PPI 1, STEP inh 1, Rpn11 inh inactive, Rin1-Abl PPI inh -1, CSN deneddyl inh -2, NadD inh 4, Scp1 inh -4, Neddyl block inactive and DNMT1 block -1.
Screening CC(=O)NCCOc1nc(N2CCCCC2)nc(N2CCCCC2)n1 returned LMPTP block -0.3, SUMO1-SIM PPI 7, STEP inh 0, Rpn11 inh inactive, Rin1-Abl PPI inh -1, CSN deneddyl inh 4, NadD inh 3, Scp1 inh -3, Neddyl block inactive and DNMT1 block 2.
Screening COC(=O)C(Sc1nc(C)cc(C)c1C#N)c1ccccc1 (stereo not drawn) returned LMPTP block 0.3, SUMO1-SIM PPI 0, STEP inh 1, Rpn11 inh inactive, Rin1-Abl PPI inh 1, CSN deneddyl inh -1, NadD inh -10, Scp1 inh -7, Neddyl block inactive and DNMT1 block -3.
CCCCn1c(SCC(=O)Nc2ccc3c(c2)OCCO3)nnc1C(CC)N(C)C (stereo not drawn) was read as LMPTP block -0.2, SUMO1-SIM PPI 5, STEP inh 2, Rpn11 inh inactive, Rin1-Abl PPI inh 2, CSN deneddyl inh -4, NadD inh 6, Scp1 inh 2, Neddyl block inactive and DNMT1 block 4.
For Cn1[nH]c(C(F)(F)F)c(C=NCc2ccc(Cl)cc2)c1=O the results were LMPTP block 0.1, SUMO1-SIM PPI 0, STEP inh 0, Rpn11 inh inactive, Rin1-Abl PPI inh 4, CSN deneddyl inh 1, NadD inh 2, Scp1 inh -6, Neddyl block inactive and DNMT1 block 2.
Cn1nc(C2CC2)cc1NC(=O)CC(CC(=O)O)c1ccccc1 (stereo not drawn) was read as LMPTP block -1.5, SUMO1-SIM PPI 5, STEP inh -3, Rpn11 inh inactive, Rin1-Abl PPI inh -1, CSN deneddyl inh 1, NadD inh 2, Scp1 inh -10, Neddyl block inactive and DNMT1 block 1.
For CC(C)(C)c1ccc(C(=O)OCC(=O)Nc2cccc(S(=O)(=O)NC3=NCCC3)c2)cc1 the results were LMPTP block 0.8, SUMO1-SIM PPI 0, STEP inh 0, Rpn11 inh inactive, Rin1-Abl PPI inh -2, CSN deneddyl inh -1, NadD inh -5, Neddyl block inactive and DNMT1 block -1.
For CNc1nc(C)c(C(C)(C)C)s1 the results were LMPTP block -2.1, SUMO1-SIM PPI -4, STEP inh 4, Rpn11 inh inactive, Rin1-Abl PPI inh 2, CSN deneddyl inh -3, NadD inh -11, Scp1 inh -8, Neddyl block inactive and DNMT1 block 1.
Screening O=C(c1ccc(-n2cccc2)cc1)N1CCN(Cc2ccccc2)CC1 returned LMPTP block -0.3, SUMO1-SIM PPI -2, STEP inh 2, Rpn11 inh inactive, Rin1-Abl PPI inh -5, CSN deneddyl inh 2, NadD inh 1, Scp1 inh -7, Neddyl block inactive and DNMT1 block -3.
For COc1cccc(OCC(O)CNC2CCCC2)c1 (stereo not drawn) the results were LMPTP block -3.2, SUMO1-SIM PPI 0, STEP inh 0, Rpn11 inh inactive, Rin1-Abl PPI inh -3, CSN deneddyl inh 1, NadD inh -2, Scp1 inh 9, Neddyl block inactive and DNMT1 block 4.
Screening COc1ccc(OCCNC(=O)c2ccc3nc(C)c(N(C)Cc4ccc(NC(C)=O)cc4)n3c2)cc1 returned LMPTP block -3.1, SUMO1-SIM PPI -6, STEP inh 1, Rpn11 inh inactive, Rin1-Abl PPI inh -9, CSN deneddyl inh -3, NadD inh 5, Neddyl block inactive and DNMT1 block -2.
O=C(Nc1nnc(S(=O)(=O)N2CCCCC2)s1)c1ccccc1Br was read as LMPTP block -0.3, SUMO1-SIM PPI 11, STEP inh -2, Rpn11 inh inactive, Rin1-Abl PPI inh -3, CSN deneddyl inh -5, NadD inh 3, Scp1 inh -5, Neddyl block inactive and DNMT1 block 0.
For COc1ccc(CNC(=O)CCCn2c(=O)c3cccn3c3cccnc32)cc1 the results were LMPTP block -0.6, SUMO1-SIM PPI 1, STEP inh -2, Rpn11 inh inactive, Rin1-Abl PPI inh 7, CSN deneddyl inh 4, NadD inh 0, Neddyl block inactive and DNMT1 block 0.
Screening Cc1ccc(C(=O)NC(=S)Nc2cccc(NC(=O)c3ccccc3Cl)c2)cc1[N+](=O)[O-] returned LMPTP block 1.3, SUMO1-SIM PPI -5, STEP inh -1, Rpn11 inh inactive, Rin1-Abl PPI inh -3, CSN deneddyl inh -13, NadD inh 16, Scp1 inh -11, Neddyl block inactive and DNMT1 block -1.
Screening Cc1ccc2nc(SCC(=O)Nc3nonc3C)[nH]c2c1 returned LMPTP block -1.5, SUMO1-SIM PPI 6, STEP inh 0, Rpn11 inh inactive, Rin1-Abl PPI inh 0, CSN deneddyl inh 3, NadD inh 3, Scp1 inh 2, Neddyl block inactive and DNMT1 block 1.
`CC(/C=N/NC(=O)c1n[nH]c2c1CCC2)=C\c1ccccc1` gave LMPTP block -0.1, SUMO1-SIM PPI -8, STEP inh -1, Rpn11 inh inactive, Rin1-Abl PPI inh -2, CSN deneddyl inh 3, NadD inh -1, Scp1 inh 2, Neddyl block inactive and DNMT1 block -1.
For COc1ccc(NS(=O)(=O)c2cccc(C(=O)N/N=C/c3ccc4c(c3)OCCO4)c2)cc1 the results were LMPTP block -1.2, SUMO1-SIM PPI 4, STEP inh -3, Rpn11 inh inactive, Rin1-Abl PPI inh 4, CSN deneddyl inh -4, NadD inh 6, Scp1 inh -4, Neddyl block inactive and DNMT1 block 60*.
For COc1cccc(C2CC(c3ccccc3OC)n3ncnc3N2)c1 (stereo not drawn) the results were LMPTP block -0.6, SUMO1-SIM PPI 0, STEP inh -1, Rpn11 inh inactive, Rin1-Abl PPI inh 0, CSN deneddyl inh -3, NadD inh 1, Scp1 inh 4, Neddyl block inactive and DNMT1 block -2.
For CN(C(=O)COC(=O)c1ccc[nH]c1=O)C1CCCCC1 the results were LMPTP block -1.6, SUMO1-SIM PPI 2, STEP inh -4, Rpn11 inh inactive, Rin1-Abl PPI inh 1, CSN deneddyl inh -1, NadD inh -2, Scp1 inh -1, Neddyl block inactive and DNMT1 block 6.
`COc1cc2c(C(=O)N(C)c3ccc(F)cc3)cn(C)c(=O)c2cc1OC` gave LMPTP block 0.6, SUMO1-SIM PPI -3, STEP inh -3, Rpn11 inh inactive, Rin1-Abl PPI inh 2, CSN deneddyl inh 3, NadD inh 0, Scp1 inh -9, Neddyl block inactive and DNMT1 block 0.
CCCCNC(=O)CSc1nnc(Cc2ccccc2)n1CC was read as LMPTP block -2.8, SUMO1-SIM PPI 2, STEP inh -4, Rpn11 inh inactive, Rin1-Abl PPI inh -1, CSN deneddyl inh -1, NadD inh 6, Scp1 inh -2, Neddyl block inactive and DNMT1 block 0.
`O=C(CN1CCN(c2ccc(O)cc2)CC1)N1CCc2ccccc21` gave LMPTP block 13, SUMO1-SIM PPI 1, STEP inh 2, Rpn11 inh inactive, Rin1-Abl PPI inh 2, CSN deneddyl inh -3, NadD inh -1, Scp1 inh -7, Neddyl block inactive and DNMT1 block -2.
For CC(C)NC(=S)NCc1cccnc1 the results were LMPTP block -1.6, SUMO1-SIM PPI -6, STEP inh -5, Rpn11 inh inactive, Rin1-Abl PPI inh 0, CSN deneddyl inh -12, NadD inh 0, Scp1 inh -5, Neddyl block inactive and DNMT1 block 0.

Structures shown so far containing two or more sulfur atoms, in the order listed:
CCSC1=C(C#N)C(c2cccs2)C(C(=O)OC)=C(C)N1 (stereo not drawn) was read as LMPTP block 1.4, SUMO1-SIM PPI 0, STEP inh 0, Rpn11 inh inactive, Rin1-Abl PPI inh -2, CSN deneddyl inh 0, NadD inh -2, Scp1 inh -1, Neddyl block inactive and DNMT1 block -2.
O=C(Nc1nnc(S(=O)(=O)N2CCCCC2)s1)c1ccccc1Br was read as LMPTP block -0.3, SUMO1-SIM PPI 11, STEP inh -2, Rpn11 inh inactive, Rin1-Abl PPI inh -3, CSN deneddyl inh -5, NadD inh 3, Scp1 inh -5, Neddyl block inactive and DNMT1 block 0.
